S1P4 antagonist: S1P4 receptor antagonists, primary screen, cell-based. Sphingosine 1-phosphate receptor 4 (Homo sapiens), O95977. S1P4-expressing cells, antagonist mode, reporter read-out. inhibition, % at 4.98 µM. actives 0.26% (n = 220,000). AID 1510, 2009; in the data active means inhibition above about 29%;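 further: 0% = wells stimulated with agonist and 100% = vehicle wells without agonist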
Target sequence (O95977 whole entry, looked up): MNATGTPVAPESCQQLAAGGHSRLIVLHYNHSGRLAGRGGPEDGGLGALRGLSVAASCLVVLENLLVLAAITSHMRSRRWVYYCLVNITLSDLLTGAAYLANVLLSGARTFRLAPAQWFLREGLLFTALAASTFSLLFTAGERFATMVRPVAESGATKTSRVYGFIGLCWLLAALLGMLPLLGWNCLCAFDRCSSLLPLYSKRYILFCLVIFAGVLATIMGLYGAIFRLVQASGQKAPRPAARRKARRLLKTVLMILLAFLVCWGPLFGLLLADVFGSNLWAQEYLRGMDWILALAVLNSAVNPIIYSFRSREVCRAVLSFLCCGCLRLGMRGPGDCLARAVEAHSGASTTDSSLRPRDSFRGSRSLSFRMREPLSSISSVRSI
Ba/F3 V617F tox: reduced viability of JAK2V617F-dependent Ba/F3 cells, primary screen, JAK2V617F inhibitor project, cell-based, Ba/F3 EpoR-JAK2V617F, luminescence | ATP luminescence | inhibition, % at 5.6 µM | actives 1.1% (n = 220,000);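 active means inhibition above the campaign mean plus 3 SD over all tested compounds, cut at about 24% in these data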;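 further: cytokine-independent growth of Ba/F3 cells driven by EpoR plus mutant JAK2; 0% = DMSO-treated cells and 100% = JAK inhibitor I control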
BaF3 parental: parental Ba/F3 cell viability inhibition, counter-screen for JAK2V617F inhibitor project, murine pro-B, CellTiter-Glo luminescence; inhibition, % at 5.6 µM; CellTiter-Glo ATP luminescence; AID 1486, 2009; actives 1.1% (n = 220,000);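 active means inhibition above a per-campaign cutoff, the mean inhibition of all tested compounds plus 3 SD, cut at about 27% in these data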;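 further: 0% = DMSO wells and 100% = JAK Inhibitor I control wells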
S1P4 ag: S1P4 receptor agonists, primary screen, cell-based; S1P4-expressing cell line, agonist reporter assay; activation, % at 4.98 µM; actives 0.35% (n = 220,000); AID 1509, 2009; in the data active means activation above about 11%;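 further: 0% = DMSO vehicle and 100% = reference agonist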
NPY-Y1 antag: NPY-Y1 receptor antagonists, primary screen, cell-based; Neuropeptide Y receptor type 1 (Homo sapiens), P25929; HEK293-CNG Y1 cells, membrane potential fluorescence; NPY at EC95, then isoproterenol; inhibition, % at 3.6 µM; actives 1% (n = 200,000); AID 1040, 2008;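 active means inhibition above the campaign mean inhibition of all tested compounds plus 3 SD, cut at about 20% in these data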;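 further: 0% = DMSO wells given NPY plus isoproterenol and 100% = isoproterenol alone without NPY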
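Material: HEK293 cells co-expressing NPY Y1 receptor and cyclic-nucleotide gated channel. Timing: compound incubation 1 h at room temperature, readout 45 min post-stimulation. Signal: fluorescence, membrane potential probe.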
Runt-CBFb FRET: inhibitors of RUNX1 Runt–CBFb binding, primary screen, biochemical, FRET, Cerulean-Runt, Venus-CBFb, uHTS | AID 1496, 2009 | actives 0.46% (n = 220,000) | Cerulean-Runt/Venus-CBFb FRET ratio 530/480, 1 h | Runt-related transcription factor 1 (Homo sapiens) + Core-binding factor subunit beta … | inhibition, % at 20 µM;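 active means inhibition over about 50% at 20 µM in the single-dose screen, limit read from the data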;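 further: 0% = DMSO wells and 100% = excess unlabeled CBFb competitor control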
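Assay system: Cerulean-Runt domain / Medium: Tris 50 mM pH 7.5, KCl, K2SO4, 0.01% BSA / Timing: protein complex preformed 1 h, compound exposure 1 h, room temperature, dark / Measured by: FRET, excitation 422 nm, emission at 530 and 480 nm / Evaluation: loss of energy transfer signal / Control set: 5 µM unlabeled CBFb as full-inhibition high control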
NPY1 pot ag: NPY-Y1 receptor potentiators or agonists, primary screen, cell-based; Neuropeptide Y receptor type 1 (Homo sapiens), P25929; NPY-Y1 expressing cells, potentiator/agonist activation; activation, % at 3.6 µM; actives 0.37% (n = 220,000); AID 1304, 2008; in the data active means activation above about 33%, passing the limit was not always enough;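 further: cells stimulated with NPY at EC10 then isoproterenol at EC100; 0% = low agonist plus stimulus and 100% = saturating agonist plus stimulus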
RBBP9 inhibitor: human RBBP9 inhibitors, primary screen, biochemical, fluorescence polarization, FP-Rh probe, HTS | Serine hydrolase RBBP9 (Homo sapiens), O75884 | recombinant RBBP9 | inhibition, % at 7.94 µM | actives 0.2% (n = 220,000);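 active means inhibition above the campaign mean of all tested compounds plus 3 SD, cut at about 14% in these data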;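 further: plate controls were DMSO wells with RBBP9 for no effect and wells lacking RBBP9 protein for full effect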
Target sequence (O75884 whole entry, looked up): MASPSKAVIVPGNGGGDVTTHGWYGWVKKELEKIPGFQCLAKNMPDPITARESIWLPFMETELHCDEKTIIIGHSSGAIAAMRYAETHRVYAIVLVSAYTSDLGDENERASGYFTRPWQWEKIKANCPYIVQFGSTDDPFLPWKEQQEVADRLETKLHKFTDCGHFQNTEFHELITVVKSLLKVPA
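Measured by – fluorescence polarization · Test system – RBBP9 protein · Input – 2.5 µM RBBP9 dispensing solution, before mixing · Measure – percent inhibition from mP, scaled between DMSO and no-protein wells · Benchmarks – DMSO-treated enzyme wells and wells lacking RBBP9 · Times – preincubation 30 min plus labeling 45 min at 25 °C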
NPY2 pot ag: NPY-Y2 potentiators or agonists, primary screen, cell-based | cells expressing NPY-Y2, potentiator/agonist read-out | activation, % at 3.6 µM | actives 0.45% (n = 220,000) | AID 1359, 2008; in the data active means activation above about 27%;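 further: cells stimulated with NPY near EC25 plus isoproterenol at EC100; 0% = vehicle plus submaximal agonist and 100% = vehicle plus saturating agonist; some results beyond the cut were filed as inactive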
Target sequence (P49146 whole entry, looked up): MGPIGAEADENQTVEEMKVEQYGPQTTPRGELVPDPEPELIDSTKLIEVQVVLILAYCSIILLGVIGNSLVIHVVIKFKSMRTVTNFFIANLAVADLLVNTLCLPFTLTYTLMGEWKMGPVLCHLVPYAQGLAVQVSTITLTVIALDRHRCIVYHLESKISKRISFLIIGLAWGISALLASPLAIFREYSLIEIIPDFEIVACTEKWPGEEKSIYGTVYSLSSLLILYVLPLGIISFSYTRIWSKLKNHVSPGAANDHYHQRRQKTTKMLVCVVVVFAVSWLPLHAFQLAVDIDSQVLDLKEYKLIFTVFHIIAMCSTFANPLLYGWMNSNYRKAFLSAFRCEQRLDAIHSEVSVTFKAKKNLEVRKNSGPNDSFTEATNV
Starred values were filed as active, the others as inactive; / = not tested or not shown.

SMILES	S1P4 antagonist	Ba/F3 V617F tox	BaF3 parental	S1P4 ag	NPY-Y1 antag	Runt-CBFb FRET	NPY1 pot ag	RBBP9 inhibitor	NPY2 pot ag
O=C(CSc1ccc2nnc(-c3ccccn3)n2n1)N1CCOCC1	-12	-4	4	-1.3	-7	1	6	0	19
CCC(C)N(C)C1CCN(C(=S)Nc2ccc(OC)cc2)CC1 (configuration not stated)	-8	-1	0	0.6	9	8	4	-3	-13
CC(C)(C)C1CCC(=NNC(=O)c2cc3c(s2)CCCC3)CC1 (configuration not stated)	0	0	6	4.8	2	1	-6	0	-1
O=C(N/N=C/c1ccco1)c1cc(-c2ccccc2)n[nH]1	4	1	6	0.9	4	17	2	5	-10
Cc1ccc(C2(c3noc(CN4CCOCC4)n3)CCCC2)cc1	-6	1	4	0.7	3	0	7	0	-3
COc1ccc(-c2nc(CS(=O)CC(=O)NCc3cccnc3)c(C)o2)cc1OC (configuration not stated)	-6	2	10	-0.7	1	3	-1	2	3
N#CC1(c2c(O)nc3n(c2=O)CCCS3)CCCCC1	2	0	3	0.2	-6	-2	-4	-5	-14
CCCSc1nc2cc(C)c(C)cc2n1CC(O)CO (configuration not stated)	-10	4	4	-0.1	3	1	2	-13	-7
O=C(Nc1ccccc1Cl)Oc1ccc(-c2ccccc2)cc1	0	5	1	-0.1	/	0	4	-7	7
COc1ccc(-c2nn(-c3ccccc3)cc2/C=N/Nc2ccccn2)cc1OC	-8	2	7	-0.7	10	-9	-3	-2	-3
COc1cccc(N2C(=O)C3CCCN3C2c2ccc(Cl)cc2)c1 (configuration not stated)	-3	-3	10	-1.3	4	-1	-10	-9	-6
O=C(CSc1nnc(CCc2ccccc2)n1-c1ccc(Cl)cc1)c1ccccc1	-25	-2	6	-1.6	-2	-7	0	-5	-3
CCCNC(=O)COC(=O)c1ccc(OCC(=O)Nc2ccccc2OC)c(OC)c1	8	-2	2	-2.5	2	-2	-5	-3	-1
O=C(COC(=O)c1n[nH]c2ccccc12)Nc1ccc(S(=O)(=O)N2CCCC2)cc1	-7	1	6	-3.0	-5	0	-35	-11	21
CC(C)N(Cc1ccccc1)C(=O)c1ccc2nsnc2c1	10	5	2	-0.9	/	2	-29	-15	-5
CCC(C)(C)n1nnnc1C(C(C)C)N1CCN(C)CC1 (configuration not stated)	-4	-3	7	0.4	2	-1	-6	-2	5
CCC1=NN(C(=O)c2ccc(Br)cc2)C(O)(c2ccccc2)C1 (configuration not stated)	-15	0	7	-1.2	-8	0	-7	-1	-3
O=c1c(Cc2ccc(Cl)cc2)c(O)ccn1Cc1cccs1	-1	0	6	-0.4	-2	-1	-13	-8	-3
CCOc1cc(/C=N/NC(=O)c2ccc(O)cc2)ccc1Oc1nc(Cl)ncc1F	-1	2	5	2.0	-3	-3	2	-8	9
CN(c1ccc(C(=O)NC2CC2)cc1)S(=O)(=O)c1ccccc1	0	0	2	-3.1	-1	-1	-28	7	7
COc1ccc(NC(=O)/C(Cl)=C(/Cl)S(=O)Cc2ccccc2)cn1 (configuration not stated)	91*	99*	102*	-2.9	-8	34	9	1	-3
CCCCNC(=O)c1ccccc1C(=O)NCCCC	10	-3	-2	3.8	-5	0	4	-4	1
Cc1ccc2nc(NC(=O)CN(C)S(=O)(=O)c3cccc4nsnc34)sc2c1	5	3	6	0.5	1	-2	-1	-5	-3
CC(=O)Nc1ccc(S(=O)(=O)Nc2nc3ccccc3nc2Nc2ccc(S(N)(=O)=O)cc2)cc1	-18	2	3	2.6	-4	2	4	-5	5
COc1ccc(C(=O)NCc2nnc(SCC(=O)Nc3ccccc3OC)n2C)cc1	-6	1	9	1.9	-2	1	8	-6	9
Next results
SMILES	S1P4 antagonist	Ba/F3 V617F tox	BaF3 parental	S1P4 ag	NPY-Y1 antag	Runt-CBFb FRET	NPY1 pot ag	RBBP9 inhibitor	NPY2 pot ag
CC(=O)NCCOc1cccc2cccnc12	-2	4	7	-1.8	4	-1	0	5	-3
CS(=O)(=O)NCc1ccc(C(=O)NCCOc2ccccc2)cc1	14	-1	4	0.4	11	0	-30	-9	-5
CCCNC(=O)C(Cc1ccccc1)NS(=O)(=O)c1ccc2c(c1)CCC(=O)N2 (configuration not stated)	-72	-3	7	0.5	-6	3	-6	-6	-2
CC(C)n1c(N2CCN(C(=O)NCc3ccccc3)CC2)nc2ccccc21	-6	0	8	0.6	0	-2	-5	1	8
Cc1ccccc1Nc1nnc(SCC(=O)NCc2cccs2)s1	-26	-1	5	-0.6	11	0	-20	-2	-2
COc1ccc(CNC(=O)c2n[nH]c3ccccc23)cc1OC	-34	2	3	2.0	-2	-1	8	-3	3
COC(=O)c1ccc(/C=N/NC(=O)CC(=O)NC(C)C)cc1	0	-4	3	1.9	-3	-1	-8	-3	15
CCOC(=O)C1=NOC(CNC(=O)c2ccccc2Cl)C1 (configuration not stated)	-10	1	2	0.6	1	1	-5	-8	-3
O=C(c1ccc([N+](=O)[O-])cc1)N1C=CC(C(F)(F)F)=NCC1	-7	0	-2	0.1	-4	-1	11	-9	15
CCCC(C)C(=O)OCC(=O)Nc1c(Br)cc(C)cc1Br (configuration not stated)	7	-1	3	2.6	3	0	-44	-10	5
COc1cccc(Oc2nc3ncn(Cc4ccccc4)c3c(=O)n2C)c1	17	-4	4	-0.1	-2	-3	15	4	0
O=S(=O)(c1ccc(OCC2CO2)cc1)c1ccc(OCC2CO2)cc1 (configuration not stated)	-13	-1	5	1.8	-4	0	19	5	12
Cc1ccc(N2C(=O)C(Cl)=C(NCCO)C2=O)c(C)c1	-2	1	1	1.9	0	-2	6	-5	-22
C=C(C)CSc1nnc(CCCCCNC(=O)OC(C)(C)C)o1	-7	-3	1	0.8	/	-2	0	-3	-1
C=CCOc1c(Br)cc(CNn2cn[nH]c2=S)cc1OC	-3	2	8	1.2	2	11	15	-9	9
CC(C)CNS(=O)(=O)c1ccc(CCC(=O)NCC2CCCO2)cc1 (configuration not stated)	-14	2	3	-1.1	-3	-1	10	-1	6
CCc1nnc(NS(=O)(=O)c2ccc(NC(=O)c3cccc4ccccc34)cc2)s1	0	2	1	-1.1	3	-2	-1	-10	-1
CCOC(=O)C1CCCN(Cc2ccc(OC)cc2OC)C1 (configuration not stated)	2	-1	1	-0.1	-4	-2	12	-3	-1
Cc1ccc2c(c1)c1c(n2C)-c2[nH]ncc2CC1	8	-3	1	-0.5	4	-6	16	2	13
CC(C)n1c(=N)c(C(=O)NCCc2ccccc2)cc2c(=O)n3ccccc3nc21	-14	4	10	18*	14	11	12	-6	22
CC12CC(NC(=O)N1c1ccc(C(=O)N3CCN(c4ccccn4)CC3)cc1)c1ccccc1O2 (configuration not stated)	7	0	5	-1.6	2	-2	52*	2	35*
Cn1c(SCC(=O)c2ccc(-c3ccccc3)cc2)nnc1-c1ccco1	-4	5	9	1.2	15	13	-11	-13	-19
CC(=O)NS(=O)(=O)c1ccc(NC(=S)NC(=O)C(C)C)cc1	1	-2	-1	-3.4	2	-1	-11	-6	16
O=S(=O)(c1ccc(C2=CSC3=NCCN23)cc1)N1CCOCC1	3	4	2	1.4	4	2	13	-10	2
O=C(CC(c1ccccc1)c1ccccc1O)NCCN1CCOCC1 (configuration not stated)	-5	2	8	-0.1	3	2	0	-7	1
Next part
SMILES	S1P4 antagonist	Ba/F3 V617F tox	BaF3 parental	S1P4 ag	NPY-Y1 antag	Runt-CBFb FRET	NPY1 pot ag	RBBP9 inhibitor	NPY2 pot ag
C=CCNC(=S)N1CCN(S(=O)(=O)c2ccc(C)cc2)CC1	11	1	-3	0.8	/	-1	4	-12	-31
COc1cccc(CNC(=O)C2CCN(Cc3cnn(-c4ccccc4)c3-n3cccc3)CC2)c1	1	9	15	-0.6	14	-3	-13	-1	-25
N/C(=N\c1nc2c(c(=O)[nH]1)CCC2)Nc1cccc(Cl)c1	0	-1	3	1.0	0	-1	9	-4	3
CC(Cc1ccccc1)C(=O)NCc1ccncc1 (configuration not stated)	0	-4	5	0.7	5	0	-24	-5	-2
CC1=NN(c2cccc(C(=O)O)c2)C(=O)/C1=C\C=C\c1ccco1	6	-4	-2	1.6	-1	28	-2	2	-6
O=C(COc1ccc(Cl)cc1)Nc1nnc(C2=COCCO2)o1	-4	2	3	0.3	22*	-1	-19	-7	-32
COc1ccc(-n2cc(CNCC3CCOCC3)c(-c3cccc(F)c3)n2)cc1	-4	6	10	-2.1	9	-1	-19	-10	-5
COc1cccc(CNC(=O)C2CCN(S(=O)(=O)c3cnc[nH]3)CC2)c1	-13	2	1	2.1	-1	-1	0	-8	1
c1ccc(CSc2ccc(-c3cccs3)nn2)nc1	-23	-3	3	2.4	-2	-4	0	-6	3
CCCc1nc(NCc2ccco2)c(C#N)c2c1COC(C)(C)C2	-15	1	11	0.6	-1	-2	11	-7	25
Cn1c(=O)n(C)c2cc(S(=O)(=O)O)ccc21	-2	-1	5	0.3	-7	-1	-22	7	8
Cc1ccc(C(=O)N2CCCCC2C(=O)O)o1 (configuration not stated)	-1	2	9	-0.5	14	0	0	4	-19
CCC(=O)c1ccc(OCC(=O)OCC(=O)Nc2sccc2C(N)=O)cc1	-24	6	4	0.9	-1	0	-1	-6	-6
C/C(=N\NS(=O)(=O)c1ccc(Cl)c([N+](=O)[O-])c1)c1cc2ccccc2o1	9	-2	0	0.6	4	15	-24	0	-8
CCOC(=O)CNC(=O)Nc1ccccc1C(=O)OC	4	0	4	-2.0	3	2	3	-2	-6
COc1ccc(NC(=O)c2ccc(OCc3c(C)noc3C)c(OC)c2)cn1	-2	0	2	0.1	-7	-1	-18	4	4
CCOC(=O)c1cc(C)n(-c2ccc(Cl)cc2)c1C	-1	0	1	0.0	/	0	-22	1	-9

Structures listed so far containing fluorine:
SMILES	S1P4 antagonist	Ba/F3 V617F tox	BaF3 parental	S1P4 ag	NPY-Y1 antag	Runt-CBFb FRET	NPY1 pot ag	RBBP9 inhibitor	NPY2 pot ag
CCOc1cc(/C=N/NC(=O)c2ccc(O)cc2)ccc1Oc1nc(Cl)ncc1F	-1	2	5	2.0	-3	-3	2	-8	9
O=C(c1ccc([N+](=O)[O-])cc1)N1C=CC(C(F)(F)F)=NCC1	-7	0	-2	0.1	-4	-1	11	-9	15
COc1ccc(-n2cc(CNCC3CCOCC3)c(-c3cccc(F)c3)n2)cc1	-4	6	10	-2.1	9	-1	-19	-10	-5
